# KLK5 inh = inhibitors of human kallikrein 5 | 210,000 tested, 0.59% active | Q9Y337 | AID 873 | recombinant hK5, fluorogenic AMC substrate cleavage | inhibition, % at 5 µM;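 active = inhibition of 40% or more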;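 also: 0% = enzyme controls without compound and 100% = no-enzyme blanks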
# KCC2 mod = modulates chloride dependent transport by human KCC2; Q9H2X9; KCC2 cells, thallium flux FluoZin-2 fluorescence; B-score of Tl+ flux slope (higher = more flux/activation; lower = inhibition) at 10 µM; 190,000 tested, 2.2% active; AID 1456;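 active = thallium flux slope and its plate-corrected score both differing from the plate sample mean at a set confidence after two filtering rounds, in either direction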;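 also: slope of fluorescence scaled to starting intensity during 10 to 20 s after thallium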
# FXIa inh 1536 = factor XIa (human) inhibition. P03951. purified FXIa, Boc-Glu-Ala-Arg-AMC fluorogenic substrate. inhibition, % at 5 µM. 220,000 tested, 0.14% active;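 active = inhibition of at least 40%; inactive = inhibition below 40%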;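 also: fluorescence of freed AMC excited at 355 nm; 0% = enzyme without compound and 100% = no enzyme blank; many of its hits are not listed in these tables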
# Furin inhibitor = blocks human furin protease activity | P09958 | inhibition, % at 30 µM | 220,000 tested, 0.061% active | purified furin, fluorogenic substrate cleavage; in the data active = inhibition above about 25%; also: inactives centre near -15
# Thrombin inh = thrombin (human) inhibition; 220,000 tested, 0.26% active; P00734; alpha-thrombin, Boc-VPR-AMC fluorogenic substrate cleavage; inhibition, % at 5 µM;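 active = inhibition at or above 40%; inactive = inhibition below 40%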;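 also: 0% = enzyme with no compound and 100% = wells without enzyme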
#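 System – human alpha-thrombin · Medium – pH 7.5 Tris (50 mM) with NaCl 150 mM, Tween 20 0.05% · Compound – single-point dosing at 5 µM, 0.2% DMSO · Incubation – enzyme reaction carried out at room temperature · Technique – fluorescence of released AMC, ex 355 nm, em 460 nm · Read-out basis – % inhibition of thrombin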
# p97 ATPase inh = inhibitors of human p97 ATPase | recombinant p97 ATPase, Kinase-Glo ATP luminescence, 3 h | P55072 | AID 1481 | inhibition, % at 8 µM | 220,000 tested, 0.42% active; in the data active = inhibition above about 15%;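 also: 0% = DMSO vehicle and 100% = wells lacking enzyme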
# Wee1 degr inh = blocks degradation of human Wee1 kinase; P30291; HeLa Luc-Wee1K328M stability, luciferase luminescence; 100% = proteasome inhibitor MG132 effect; reporter increase, % at 5 µM; 220,000 tested, 1.2% active;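 active = activation above the mean of all tested compounds plus 3 SD, set per screening run, cut at about 8.8% in these data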;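 also: cells exposed to compound for 20 h before luminescence read; 0% = DMSO alone and 100% = MG132 at 30 µM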
# FXIIa inh = blocks human coagulation factor XIIa protease activity | P00748 | purified FXIIa, Boc-QGR-AMC fluorogenic substrate, 2 h | inhibition, % at 5 µM | 220,000 tested, 0.3% active; in the data active = inhibition above about 40%;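 also: 0% = enzyme with no compound and 100% = blank without enzyme; many of its hits are not listed in these tables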
# Target sequence (P00748 20-372 limits assumed): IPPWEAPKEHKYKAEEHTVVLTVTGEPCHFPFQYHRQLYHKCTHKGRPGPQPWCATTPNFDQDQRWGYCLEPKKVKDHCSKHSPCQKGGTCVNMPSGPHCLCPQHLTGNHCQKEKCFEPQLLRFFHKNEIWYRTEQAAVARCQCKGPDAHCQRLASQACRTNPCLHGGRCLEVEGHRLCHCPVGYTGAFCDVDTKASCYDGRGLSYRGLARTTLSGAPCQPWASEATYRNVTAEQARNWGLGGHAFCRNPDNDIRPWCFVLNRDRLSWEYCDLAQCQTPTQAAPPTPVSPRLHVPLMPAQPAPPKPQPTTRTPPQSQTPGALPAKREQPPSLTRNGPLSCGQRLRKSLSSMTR
# Target sequence (P00748 373-615 limits assumed): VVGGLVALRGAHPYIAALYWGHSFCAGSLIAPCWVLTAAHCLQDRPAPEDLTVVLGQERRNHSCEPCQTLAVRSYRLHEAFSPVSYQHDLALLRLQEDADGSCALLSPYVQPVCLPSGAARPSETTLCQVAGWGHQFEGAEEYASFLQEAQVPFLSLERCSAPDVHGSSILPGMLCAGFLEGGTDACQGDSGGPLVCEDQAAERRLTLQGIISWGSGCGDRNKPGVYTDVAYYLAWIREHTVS
# PERK inh = blocks human PERK kinase. AID 1416. CHO PERK-DD fusion, SEAP luminescence translation reporter. 220,000 tested, 0.17% active. inhibition, % at 5.6 µM;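 active = inhibition above the mean inhibition of all tested compounds plus 3 SD, set separately per screening campaign, cut at about 2.9% in these data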;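 also: PERK kinase domain activated by AP20187 dimerizer at 100 nM; 0% = DMSO with dimerizer and 100% = rapamycin at 8.4 µM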
# Active calls of the source: *; x = no result given; [ ] = another dose, or the depositor's remark.
SMILES,KLK5 inh,KCC2 mod,FXIa inh 1536,Furin inhibitor,Thrombin inh,p97 ATPase inh,Wee1 degr inh,FXIIa inh,PERK inh
Oc1ccccc1-c1cc(C(F)(F)C(F)F)nc(-c2ccccc2)n1,-7,0.031,4,-12,-1,7,-3,-8,3.0*
CCOC(=O)c1ccc(Nc2cc(C)nc(C)c2C(=O)OCC)cc1,-5,-0.6,4,-22[20 µM],5,0,-2,14,-0.6
COc1ccc(N2CCN(C(c3cccs3)C(C)NS(=O)(=O)c3ccccc3)CC2)cc1 (stereo unspecified),-6,-0.51,-3,-8,-2,0,6,8,-0.2
CCOc1ccc(Nc2nc3ccccc3c(=O)s2)cc1,6,0.9,1,-18,3,4,0,14,0.8
Cc1ccc(C2=NCN(c3ccc(C(=O)O)cc3)C(=S)N2)cc1,1,0.9,-4,-8,2,0,-1,8,0.2
COCCN1Cc2cccc(C(=O)NCCCN3CCCC3=O)c2C1=O,0,0.76,-4,-8,-6,-3,-3,1,-0.3
O=C(CSc1nnc(-c2ccc(F)cc2)o1)NC1CCCCC1,4,-2.4,0,-22,-6,0,10*,12,0.4
COc1ccc(S(=O)(=O)N2CCOCC2)cc1Cl,-11,-0.3,-16,0[20 µM],-6,6,-2,-5,0.4
Cc1ccccc1-n1c(=O)c2ccccc2n2c(=O)[nH]nc12,-13,-0.74,-5,-17[20 µM],-3,1,-2,3,1.4
O=C(CCc1nc2ccccc2c(=O)[nH]1)OCC(=O)c1cccc(Cl)c1,-14,0.57,6,-17,-7,3,1,16,0.6
CC(=O)Nc1cccc(NC(=O)c2ccc(C(=O)Nc3cccc(NC(C)=O)c3)nc2)c1,18,-1.4,10,-5,9,-6,-1,8,0.8
Cc1nn(-c2ccccc2)c2nc(-c3ccco3)cc(C(=O)O)c12,2,-0.2,10,-4,0,-4,-1,13,0.0
COc1ccc(-n2c(O)c(/C=N/NS(=O)(=O)c3cccc([N+](=O)[O-])c3)c3ccccc3c2=O)cc1OC,2,-2.3,-4,-21,-3,0,-2,6,0.8
Cn1c(C(=O)OC(C(=O)NC2CCCCC2)c2ccccn2)cc2sccc21 (stereo unspecified),6,-1.1,2,-19[20 µM],0,0,4,11,-0.1
C=CCC(=O)OCC(=O)Nc1ccc(Oc2ccccc2)cc1,x,x,x,-16,x,3,-3,x,1.4
COC(=O)Nc1ccc(S(=O)(=O)N2CCCC(C(=O)N3CCOCC3)C2)cc1 (stereo unspecified),-4,-0.49,1,-7,-1,0,-3,9,-0.5
Clc1ccc(C(c2nnnn2C2CCCCC2)N(Cc2cccnc2)Cc2ccco2)cc1 (stereo unspecified),-19,-1.6,6,-5[20 µM],-2,3,1,12,1.8
O=C(c1nn(Cc2ccccc2)c(=O)c2ccccc12)N1CCc2ccccc2C1,-8,x,-3,-6[20 µM],-3,-13,-1,3,-0.8
OCC1(Cc2ccccc2)CCCN(Cc2cnn(-c3ccccc3)c2)C1 (stereo unspecified),-4,0.018,-1,-18,-7,-2,-2,6,-0.1
O=C(Cn1nnc(-c2ccc(Cl)cc2)n1)NC1CC2CCC1C2 (stereo unspecified),-7,-0.18,3,-24,-1,-3,3,13,-0.2
Cc1ccc(C)n1-c1ccc2c(c1)COC2=O,-15,x,6,-26,3,2,1,18,0.5
COc1cc2c(cc1OC)/C(=C/c1ccc(Br)cc1)C(=O)OC2,1,0.17,37,-8,-2,0,0,12,-0.7
CC1(C(=O)NCc2ccc(F)cc2)Oc2ccccc2NC1=O (stereo unspecified),-11,1,-4,-2,3,0,-2,5,0.7
O=C1C=C(Nc2ccccc2)C(=O)c2ccccc21,-1,-1.9,-1,-12,-9,0,5,7,0.4
CCOC(=O)c1ccc(NC(=O)C2CC(=O)N=C(N)S2)cc1 (stereo unspecified),-2,0.49,-4,-26,-7,7,1,2,1.5
CNC(=O)CSc1nnc(-c2cc(C)cc(C)c2)o1,-21,0.97,1,-7[20 µM],4,6,0,12,0.3
Cn1ccnc1SCC(=O)c1c[nH]c2ccccc12,3,1,-4,-28,2,-1,2,13,1.4
C/C=C\C=C/C(=O)Nc1cccc(C2=NOC3(C2)C[C@@H](C(N)=O)N(C(=O)c2ccc(Cl)cc2)C3)c1 (stereo partly specified),2,-0.79,3,-9,5,x,x,12,x
CC(=O)Nc1nc(SCC(=O)Nc2nnc(C)s2)[nH]c(=O)c1NC(=O)c1cccs1,-10,0.88,6,-5,9,0,-1,16,0.6

# 12 consecutive compounds already listed, for reference:
SMILES,KLK5 inh,KCC2 mod,FXIa inh 1536,Furin inhibitor,Thrombin inh,p97 ATPase inh,Wee1 degr inh,FXIIa inh,PERK inh
COc1ccc(-n2c(O)c(/C=N/NS(=O)(=O)c3cccc([N+](=O)[O-])c3)c3ccccc3c2=O)cc1OC,2,-2.3,-4,-21,-3,0,-2,6,0.8
Cn1c(C(=O)OC(C(=O)NC2CCCCC2)c2ccccn2)cc2sccc21 (stereo unspecified),6,-1.1,2,-19[20 µM],0,0,4,11,-0.1
C=CCC(=O)OCC(=O)Nc1ccc(Oc2ccccc2)cc1,x,x,x,-16,x,3,-3,x,1.4
COC(=O)Nc1ccc(S(=O)(=O)N2CCCC(C(=O)N3CCOCC3)C2)cc1 (stereo unspecified),-4,-0.49,1,-7,-1,0,-3,9,-0.5
Clc1ccc(C(c2nnnn2C2CCCCC2)N(Cc2cccnc2)Cc2ccco2)cc1 (stereo unspecified),-19,-1.6,6,-5[20 µM],-2,3,1,12,1.8
O=C(c1nn(Cc2ccccc2)c(=O)c2ccccc12)N1CCc2ccccc2C1,-8,x,-3,-6[20 µM],-3,-13,-1,3,-0.8
OCC1(Cc2ccccc2)CCCN(Cc2cnn(-c3ccccc3)c2)C1 (stereo unspecified),-4,0.018,-1,-18,-7,-2,-2,6,-0.1
O=C(Cn1nnc(-c2ccc(Cl)cc2)n1)NC1CC2CCC1C2 (stereo unspecified),-7,-0.18,3,-24,-1,-3,3,13,-0.2
Cc1ccc(C)n1-c1ccc2c(c1)COC2=O,-15,x,6,-26,3,2,1,18,0.5
COc1cc2c(cc1OC)/C(=C/c1ccc(Br)cc1)C(=O)OC2,1,0.17,37,-8,-2,0,0,12,-0.7
CC1(C(=O)NCc2ccc(F)cc2)Oc2ccccc2NC1=O (stereo unspecified),-11,1,-4,-2,3,0,-2,5,0.7
O=C1C=C(Nc2ccccc2)C(=O)c2ccccc21,-1,-1.9,-1,-12,-9,0,5,7,0.4

# Compound activity (PubChem BioAssay)

# This is a random part of the collection; overall some 4.4% were active at least once.
